hERG protect = compounds protecting human hERG from proarrhythmic drug block; Q12809; CHO-hERG, FluxOR thallium flux, dofetilide IC70 present; activation (rescue from dofetilide block), less the hit threshold, % at 10 µM; 310,000 compounds, 0.51% hits;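 active = activation above the mean of controls blocked by dofetilide plus 5 SD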;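 note: thallium influx through hERG after potassium depolarization seen as dye fluorescence rise; in these data hits start at about 4.7%; inactives centre near -7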
KCNK9 block = inhibitors of human KCNK9 two-pore domain potassium channel; 310,000 compounds, 1.2% hits; B-score at 10 µM; HEK293 KCNK9, FluxOR thallium flux fluorescence; stronger effect = lower value; Q9NPC2;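 active = ratio B-score over 3 SD below the library mean, with starting fluorescence within 5 SD of its mean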;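 note: negative B-score means less thallium flux so channel inhibition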
GSK3B inh = blocks human GSK3beta kinase activity. 300,000 compounds, 0.038% hits. GST-GSK3beta kinase, ADP-Glo luminescence, 60 min; stronger effect = lower value. activity score (negative = inhibition), % at 10 µM. P49841. AID 2097;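 active = more than half of replicate wells score below -50%, meaning over 50% inhibition versus plate controls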;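 note: 0% = median DMSO wells and -100% = median GW8510 positive control wells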
Target sequence (P49841 whole entry, looked up): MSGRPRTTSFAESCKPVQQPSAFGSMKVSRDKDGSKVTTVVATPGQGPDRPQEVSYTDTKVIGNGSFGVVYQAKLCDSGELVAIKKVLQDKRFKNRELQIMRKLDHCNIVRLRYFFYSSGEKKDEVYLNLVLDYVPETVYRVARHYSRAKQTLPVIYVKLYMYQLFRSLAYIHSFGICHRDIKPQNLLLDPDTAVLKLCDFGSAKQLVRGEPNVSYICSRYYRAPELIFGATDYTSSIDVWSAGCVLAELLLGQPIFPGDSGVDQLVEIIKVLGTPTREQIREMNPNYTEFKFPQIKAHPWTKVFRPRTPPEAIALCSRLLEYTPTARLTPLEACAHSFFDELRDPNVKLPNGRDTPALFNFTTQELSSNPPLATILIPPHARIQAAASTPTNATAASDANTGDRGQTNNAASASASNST
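test system = GST-tagged human GSK3beta kinase, cell-free | reagent = 25 µM ATP with peptide substrate | dosing = one dose of 10 µM per compound | schedule = 60 min reaction, RT | detection = luminescent ADP-Glo measurement of ADP formed | control set = DMSO neutral wells and GW8510 at 20 µM as positive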
KCNQ1 pot = potentiates or activates the human KCNQ1 potassium channel; 310,000 compounds, 0.35% hits; B-score at 10 µM; AID 2648; CHO-K1 KCNQ1, thallium flux FluxOR fluorescence; stronger effect = higher value;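 active = fluorescence ratio B-score, a plate-corrected score, at least three library SD, with initial intensity B-score within 5 SD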
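System: Stable KCNQ1 CHO-K1 line | Incubation: 90 min dye loading and 20 min compound exposure, both at room temperature | Measure: Ratio B score | Medium: Assay buffer for compound exposure, DMSO matched across wells | Compound dosing: Single-concentration screen | Probe or stimulus: K+/Tl+ depolarizing stimulus | Measured by: Kinetic FluxOR fluorescence, 10 s baseline plus 110 s post-stimulus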
PolyA inh = inhibitors of polyadenylation in S. cerevisiae. 300,000 compounds, 0.02% hits. S. cerevisiae SKY197-pL101 polyadenylation reporter, beta-gal luminescence; efflux-impaired pdr1/pdr3 knockout yeast; score 100 = 6 SD above DMSO. calls only at 12 µM;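 active = lowest replicate activity score at least 50, where 100 means six control SD above control mean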;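 note: yeast exposed to compound for 9 h at 30 °C; higher score means more reporter readthrough which indicates perturbed polyadenylation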
KCNK3 inh = human KCNK3 channel inhibition, primary screen | B-score at 10 µM | AID 602410 | CHO-KCNK3 thallium flux, FluxOR fluorescence; stronger effect = lower value | O14649 | 340,000 compounds, 0.84% hits;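 active = B-score under library mean minus 4 SD, starting fluorescence ratio at most library mean plus 5 SD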;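 note: more negative B-score means stronger inhibition of thallium flux through KCNK3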
Target sequence (O14649 whole entry, looked up): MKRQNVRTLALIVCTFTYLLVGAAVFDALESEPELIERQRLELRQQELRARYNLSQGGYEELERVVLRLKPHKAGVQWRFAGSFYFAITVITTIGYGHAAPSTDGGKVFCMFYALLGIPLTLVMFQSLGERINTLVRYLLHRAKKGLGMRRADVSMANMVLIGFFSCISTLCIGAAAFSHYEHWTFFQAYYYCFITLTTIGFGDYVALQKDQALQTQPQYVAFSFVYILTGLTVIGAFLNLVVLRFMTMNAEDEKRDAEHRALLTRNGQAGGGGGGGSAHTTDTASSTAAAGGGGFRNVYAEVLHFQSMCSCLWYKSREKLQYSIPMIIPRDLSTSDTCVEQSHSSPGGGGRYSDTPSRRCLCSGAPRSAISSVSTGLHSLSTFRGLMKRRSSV
GSK3 alpha inh = inhibitors of human GSK-3 alpha kinase; P49840; ADP-Glo luminescence, 60 min; inhibition, % at 10 µM; 320,000 compounds, 0.1% hits;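 in the data active = inhibition above about 50%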;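 note: GST-tagged GSK-3 alpha with peptide substrate and 25 µM ATP; 0% = DMSO neutral wells and 100% = GW8510 positive control wells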
RGS4 pot = RGS4 potentiation or activation. B-score at 10 µM. HEK293 M3R/inducible RGS4, carbachol calcium flux Fluo4; stronger effect = lower value. 310,000 compounds, 0.92% hits. AID 463111;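 active = B-score of the integrated calcium signal more than 4 SD below the library mean, with starting fluorescence not abnormally high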;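 note: negative B-score means reduced calcium response which marks RGS4 activation or potentiation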
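test system = HEK293 cells with stable M3R and inducible RGS4 | schedule = recording 10 s baseline at 1 Hz, 100 s post-agonist | technique = Fluo4-AM (2 µM) calcium-flux fluorescence, kinetic read | measure = Agonist-evoked peak-minus-minimum fluorescence over baseline, integrated ratio, B score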
RGS4 inh = inhibitors of human RGS4. P49798. HEK293 M3R/RGS4 inducible, Fluo-4 calcium flux; stronger effect = higher value; triggered by carbachol at its EC20. B-score at 10 µM. 310,000 compounds, 0.45% hits;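 active = B-score, a plate-corrected calcium signal, over three deviations above library mean, with baseline fluorescence within five deviations of library mean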;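 note: RGS4 expression induced by doxycycline in cells with stable M3 receptor; B-score is computed from the integrated fluorescence ratio over baseline after carbachol; higher B-score means a larger calcium signal and so more RGS4 inhibition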
Target sequence (P49798 whole entry, looked up): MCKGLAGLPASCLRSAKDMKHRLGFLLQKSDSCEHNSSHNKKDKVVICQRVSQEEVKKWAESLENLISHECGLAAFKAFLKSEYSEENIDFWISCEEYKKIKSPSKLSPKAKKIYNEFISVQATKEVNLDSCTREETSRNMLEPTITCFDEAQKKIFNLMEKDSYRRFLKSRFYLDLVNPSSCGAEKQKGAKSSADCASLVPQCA
DYRK1A inh = blocks rat Dyrk1A kinase activity; Q63470; ADP-Glo luminescence, NFATc1 peptide; inhibition, % at 12.5 µM; 310,000 compounds, 0.43% hits; in the data active = inhibition above about 50%;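 note: plate controls were vehicle with enzyme for no effect and no enzyme for full effect; many of its hits are not listed in these tables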
KCNQ1 block = blocks the human KCNQ1 potassium channel. P51787. CHO-K1 KCNQ1, FluxOR thallium flux fluorescence; stronger effect = higher value. B-score at 10 µM. 310,000 compounds, 1.3% hits. AID 2642;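 active = compounds whose thallium flux B-score, printed positive for inhibition, exceeds three library SD while starting fluorescence stays within three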;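 note: channel opened by potassium depolarization with thallium stimulus after 20 min compound exposure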
Active calls of the source: *; i = inactive; x = not tested or not shown. Only part of the results is shown; the hit share may differ from the screen's.

SMILES,GSK3 alpha inh,KCNK9 block,PolyA inh,GSK3B inh,RGS4 inh,hERG protect,RGS4 pot,DYRK1A inh,KCNQ1 block,KCNQ1 pot,KCNK3 inh
COc1ccc(/C=C(\NC(=O)c2ccc(OCC(C)C)cc2)C(=O)OCc2ccco2)cc1,2,i,x,2,i,-6,i,3,i,i,i
Cn1ncc2cc(NC(N)=S)ccc21,-1,i,i,-1,i,1,i,6,i,i,i
O=c1[nH]c2ccccc2n1Cc1ccc(F)cc1,-1,i,i,-2,i,-1,i,3,i,i,i
O=C(CSc1nnc(NCc2ccccc2)s1)c1ccco1,1,i,i,1,i,-5,i,-6,i,i,i
O=C(Nc1ccc(N2CCCC2)cc1)c1cccc(F)c1,1,i,i,-2,i,-20,i,2,i,i,i
Cc1ccc2cc(CCNC(=O)CC(C)C)c(=O)[nH]c2c1,-2,i,i,3,i,-22,i,6,i,i,i
O=C(NCCCN1CCN(c2ccccc2)CC1)C1CCCN(c2ncnc3c2nc2n3CCCCC2)C1 (stereo not given),3,i,i,1,i,-9,i,3,i,i,i
COc1ccc(OC)c(/C=C2/Sc3ccccc3C2=O)c1,0,-7.2*,i,3,i,-7,i,-2,i,i,-11*
COc1ccc(NS(=O)(=O)NC(=O)c2cn(C)c3ccccc23)cc1,1,i,i,5,i,-8,i,-2,i,i,i
COc1ccc2nc(SCC(=O)N3CCCCCC3)c(C#N)cc2c1,1,i,i,2,i,-8,i,16,i,i,i
CC(C)CC(=O)Nc1ccccc1-c1nnn(CC(=O)N2CCc3ccccc3C2)n1,-2,i,i,-26,i,-16,i,5,i,i,i
CCC[C@@H](OS(N)(=O)=O)[C@@H](Cc1ccccc1)C(=O)OCC,4,i,i,0,i,-4,i,-5,i,i,i
CCN(CCNC(=O)c1ccc2nc(-c3ccccc3NC(C)=O)c(=O)[nH]c2c1)c1ccccc1,0,i,i,2,i,-2,i,4,i,i,i
O=C(NCCCn1ccnc1)c1cc2c(s1)CCCC2,-2,i,i,1,i,-9,i,-1,i,i,i
O=C(/C=C/c1ccccc1)NCC(=O)N/N=C/c1ccccc1[N+](=O)[O-],-2,i,i,1,i,-3,i,-2,i,i,i
CCOC(=O)c1ccc(N2C(=O)c3n[nH]c(C)c3C2c2cccnc2)cc1 (stereo not given),-3,i,i,-3,i,-8,i,1,i,i,i
O=C(O)CCc1ccc(-c2cccs2)n1NC(=O)c1cccs1,-4,i,i,-3,i,-6,i,0,i,i,i
CSCCC(NS(=O)(=O)c1ccccc1F)C(=O)N1CCCCCC1 (stereo not given),-1,i,i,0,i,-1,i,10,i,i,i
COc1cccc(C(=O)NCc2nnc(SCC(=O)Nc3nccs3)n2-c2cccc(C)c2)c1,3,i,i,1,i,-5,i,17,i,i,i
O=C(CN1CCN(c2ccccn2)CC1)Nc1ccc(Cl)c(C(F)(F)F)c1,x,i,i,3,i,0,i,-5,i,i,i
Cc1ccn2cc(CC(=O)O)nc2c1,-1,i,i,-6,i,2,i,0,i,i,i
CC12CCC(c3nnc(SCC(=O)Nc4cccc5ccccc45)nc31)C2(C)C (stereo not given),0,i,i,4,i,-12,i,-5,i,i,i
CC(Nc1nc(N2CCNCC2)nc2ccccc12)c1ccccc1 (stereo not given),1,i,i,1,i,-12,i,-3,i,i,i
CC(=O)c1cccc(NC(=O)C(OC(=O)c2ccccc2NS(=O)(=O)c2cccs2)c2ccccc2)c1 (stereo not given),-1,-7*,i,-1,i,-10,i,3,i,i,i
CN(C)S(=O)(=O)N1CCCC(C(=O)c2ccc(-c3ccccc3)cc2)C1 (stereo not given),-3,i,i,1,i,-14,i,-7,i,i,i

SMILES,GSK3 alpha inh,KCNK9 block,PolyA inh,GSK3B inh,RGS4 inh,hERG protect,RGS4 pot,DYRK1A inh,KCNQ1 block,KCNQ1 pot,KCNK3 inh
O=C(Nc1ccccc1Cl)c1cccc(NC(=O)C2C3CC4OC(=O)C2C4C3)c1 (stereo not given),1,i,i,0,i,-13,i,3,i,i,i
Nc1cc(N)nc(SCc2cc(=O)oc3cc4c(cc23)CCC4)n1,-2,i,i,-1,i,-5,i,2,i,i,i
Cc1cc2nnc(SCC(=O)N3CCN(c4ccccc4)CC3)n2c(N)n1,-2,i,i,-4,i,-8,i,1,i,i,i
COc1cccc(C(C(=O)NC2CCCCC2)N(C(=O)c2csnn2)C2CC2)c1 (stereo not given),-1,i,i,1,i,-1,i,-8,i,i,i
CC(=O)c1sc2nc(SCC(=O)NCCc3ccccc3)[nH]c(=O)c2c1C,1,i,i,-2,i,-9,i,2,i,i,i
CCOc1cc(C2C(C(=O)c3ccc(C)cc3)=C(C(=O)OC)Nc3nnnn32)ccc1O (stereo not given),0,i,i,1,i,-6,i,4,i,i,i
CCCN(Cc1ccccc1)C(=S)Nc1ccc(SC(F)F)cc1,x,i,i,-7,i,-10,i,x,6*,i,i
CN1C(=O)NC2C1N(S(C)(=O)=O)CCN2S(C)(=O)=O (stereo not given),-2,i,i,5,i,-12,i,-3,i,i,i
Fc1ccc(CNCC2CCCO2)cc1 (stereo not given),x,i,i,-2,i,-1,i,-1,i,i,i
COc1ccc(S(=O)(=O)N(C)C2(C)CCS(=O)(=O)C2)cc1OC (stereo not given),0,i,i,-1,i,-5,i,-7,i,i,i
O=C(C1CCCC1)N1CCCC(Nc2ccccc2)C1 (stereo not given),0,i,i,0,i,-8,i,5,i,i,i
CCC(C)[C@H](NC(=O)NCCCc1ccccc1)C(=O)OC (stereo not given in full),-3,i,i,3,i,-12,i,3,i,i,i
C=CCC(=O)NC(C)c1cnn(-c2ccccc2C)c1C (stereo not given),-2,i,i,-1,i,-9,i,5,i,i,i
COCc1cc(C)n(CC(=O)Nc2ccc(N3CCOCC3)c(Cl)c2)c(=O)c1C#N,-3,i,i,1,i,-3,i,1,i,i,i
C=CCn1c(=O)c2ccccc2n2c(SCC(N)=O)nnc12,-7,i,i,5,i,-10,i,-5,i,i,i
COc1ccc(-c2nnc(SCC(=O)N3c4ccccc4Sc4ccccc43)o2)cc1,-2,i,i,3,i,-9,i,5,i,i,i
CC(=O)Nc1cccc(NC(=O)C(=O)NCC(c2ccco2)N2CCc3ccccc3C2)c1 (stereo not given),-2,i,i,-2,i,-6,i,13,i,i,i
Cc1ccc(NC(=S)N(CCCN2CCOCC2)Cc2ccco2)cc1C,-1,i,x,1,i,-3,i,x,i,i,i
COc1ccc([N+](=O)[O-])cc1NC(=O)COC(=O)C1CC1,0,i,i,-5,i,-1,i,x,i,i,i
CC(C)(C)N1CC(c2nc3ccccc3n2Cc2ccccc2)CC1=O (stereo not given),-3,i,i,3,i,-6,i,6,i,i,i
COc1ccc(-c2cc(C(=O)Nc3cccnc3)c3ccccc3n2)cc1OC,3,i,i,1,i,-15,i,12,i,i,i
COCCNC(=O)CC(NS(=O)(=O)c1ccc(NC(C)=O)cc1)C(C)C (stereo not given),-3,i,i,-4,i,-1,i,-2,i,i,i
COCCN1CCC(CNCc2cn[nH]c2-c2ccc(C)c(C)c2)C1 (stereo not given),4,i,i,-2,i,-10,i,-2,i,i,i
COc1cc(C(=O)N2CCN(c3ccc(C)cc3C)CC2)cc(OC)c1OC,2,i,i,3,i,-5,i,17,i,i,i
Cc1ccc(C)c(C(=O)NCc2ccncc2)c1,-1,i,i,2,i,-8,i,4,i,i,i

SMILES,GSK3 alpha inh,KCNK9 block,PolyA inh,GSK3B inh,RGS4 inh,hERG protect,RGS4 pot,DYRK1A inh,KCNQ1 block,KCNQ1 pot,KCNK3 inh
Cc1ncc(CN2CCN(Cc3ccccc3)C(CCO)C2)s1 (stereo not given),1,i,i,0,i,1,i,1,i,i,i
COc1cc(NC(=O)c2ccccc2Cl)ccc1NC(=O)c1cccs1,0,i,i,2,i,-6,i,5,i,i,i
Cn1c(N)c(C(=O)c2ccc(Oc3ccccc3)cc2)c(=O)n(C)c1=O,-2,i,i,9,i,-8,i,-1,i,i,i
CCN(CC)C(=O)c1scc2c1OCCO2,3,i,i,3,i,-3,i,-11,i,i,i
CCCn1c(SCC(=O)N2c3ccccc3Sc3ccccc32)nc2c1c(=O)n(C)c(=O)n2C,-2,i,i,0,i,-19,i,3,i,i,i
CCn1cc(C2=NOC(C(=O)Nc3cc(OC)c(Cl)cc3OC)C2)c(C)n1 (stereo not given),-1,i,i,-1,i,-9,i,-2,i,i,i
Cc1oncc1C(=S)Nc1ccccc1,1,i,i,-3,i,1,i,0,i,i,i
Cc1nc(NC(=O)C2CC2)sc1C(=O)N1CCCCC1,-4,i,i,-2,i,-3,i,-3,i,i,i
CCCC(=O)Nc1ccc(C(=O)NN=C(C2CC2)C2CC2)cc1,-1,i,i,-22,i,-10,i,-1,i,i,i
COC(=O)c1ccc(CSc2nnnn2-c2ccc(C)cc2C)o1,6,i,i,3,i,-5,i,-85,i,i,i
Cc1cccn2c(=O)c(/C=C(\C#N)C(=O)NC3CCS(=O)(=O)C3)c(N3CCC(C(N)=O)CC3)nc12 (stereo not given),3,i,i,-1,i,-6,i,1,i,i,i
COc1ccc(NS(=O)(=O)c2cccc(C(=O)N/N=C/c3ccc(O)cc3)c2)cc1,-2,i,i,0,i,-7,i,x,i,i,i
CNS(=O)(=O)c1cnccc1N1CCN(C)CC1,5,i,i,-1,i,-4,i,-1,i,i,i
COc1ccc(NC(=O)c2cccc(S(=O)(=O)N3CCCCCC3)c2)cc1,-1,i,i,0,i,-11,i,-3,i,i,i
COc1ccc(OC)c(C(c2nnnn2C2CCCC2)N2CCc3ccccc3C2)c1 (stereo not given),-1,i,i,1,i,-10,i,-6,i,i,i

Compound activity (PubChem BioAssay)
